KB-V1 MDR tox = kills drug-selected multidrug resistant KB-V1 cells | KB-V1 MDR cells viability, CellTiter-Glo, 72 h | Potency, µM (top dose mostly 46.1 µM), for the others: top-dose activity change, negative = cytotoxicity, actives largely listed as cytotoxic | 3.4% of 400,000 active | AID 1347076; also: % is scaled to controls: 0 for no effect and ±100 for the full control effect; nearly all actives have a fitted effect of over 60% in size
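KB-V1 MDR subline cells in DMEM (phenol-red free, 10% FBS) exposed to compounds in qHTS concentration series for 72 h at 37 degrees C. Viability read by CellTiter-Glo luminescence; concentration-effect curves fitted after normalization and correction.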
HT1080NT lethal = kills 2HG-producing HT-1080-NT fibrosarcoma cells. HT-1080-NT fibrosarcoma viability, CellTiter-Glo ATP luminescence, 48 h. Potency, µM (doses to about 46.1 µM), without a hit: top-dose activity, negative = less viability, actives largely listed as cytotoxic. 1.6% of 360,000 active;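 also: NT is the 2HG producing partner of a matched IDH1 knockdown line; 0% = DMSO-treated cells and -100% = media-only wells without cells; nearly all actives have a fitted effect of over 55% in size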
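Read-out is CellTiter-Glo luminescence after 10 minutes at room temperature, following 48 hours' compound treatment of HT-1080-NT cells (750 cells/well, RPMI, 5% FBS, 37 degrees C).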
HT1080 IDH1KD tx = kills HT-1080 cells with IDH1 knockdown; HT-1080 IDH1 knockdown viability, ATP luminescence, 48 h; Potency, µM (series often up to 46.1 µM), without a hit: at the top dose activity, negative = toxicity, hits mostly cytotoxic; 2% of 360,000 active;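 also: 0% = DMSO wells and -100% = cell-free medium wells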
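Cytotoxicity counter-line: IDH1KD HT-1080, 48 h, CellTiter-Glo. Curves classed by r2, magnitude and activity.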
GLP1R ag = activates the human GLP-1 receptor; 0.007% of 380,000 active; P43220; HEK293 GLP-1R CRE-luciferase, luminescence, 4-6 h; cells express a hypersensitive GLP-1R form; Potency, µM (doses to about 45.6 µM), without a hit: at the highest dose activation, most hits filed as activators; also: % of control where 0% means no effect
Target sequence (P43220 whole entry, looked up): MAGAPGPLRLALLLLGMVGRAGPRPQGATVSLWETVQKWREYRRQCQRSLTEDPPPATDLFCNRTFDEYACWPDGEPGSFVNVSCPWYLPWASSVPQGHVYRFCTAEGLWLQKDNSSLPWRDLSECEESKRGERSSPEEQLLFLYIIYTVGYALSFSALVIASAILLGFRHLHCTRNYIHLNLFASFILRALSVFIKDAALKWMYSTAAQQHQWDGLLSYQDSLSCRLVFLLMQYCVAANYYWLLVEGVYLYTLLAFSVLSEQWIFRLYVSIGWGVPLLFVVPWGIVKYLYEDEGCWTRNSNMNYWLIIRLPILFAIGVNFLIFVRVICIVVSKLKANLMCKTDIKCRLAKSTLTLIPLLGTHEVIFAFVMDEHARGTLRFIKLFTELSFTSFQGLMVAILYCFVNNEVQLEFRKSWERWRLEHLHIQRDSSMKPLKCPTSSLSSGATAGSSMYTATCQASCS
SW480 rereplic = DNA re-replication induction in SW480 cells; SW480 DNA re-replication, Hoechst DNA content imaging, 48 h; Potency, µM (series often up to 46.1 µM), for the others: at the highest dose re-replication activation, hits mostly activators; 1.8% of 340,000 active; also: % of control where 0% means no effect; nearly all actives have a fitted effect of over 55% in size
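Treated cells incubate 48 hr (37 C, 5% CO2), are stained 40 min with Hoechst, and nuclear fluorescence is enumerated; a rise in nuclei with high DNA signal marks re-replication.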
GLP-1R inv ag = GLP-1 receptor (human) inverse agonism. 1.6% of 410,000 active. HEK293 GLP-1R CRE-luciferase, luminescence, 24 h; GLP-1R form is constitutively active. AID 624417. Potency, µM (doses to about 38.3 µM), inactives show at the top dose activity change, negative = inhibition, actives largely listed as inhibitors; also: % is scaled to controls: 0 for no effect and ±100 for the full control effect; nearly all actives have a fitted effect of over 55% in size
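Seeding at 200 cells/uL, 12 h culture, 24 hr compound treatment, then luciferase reagent and a luminescence read; cells are HEK293 stably expressing a constitutively active GLP-1R plus cAMP-responsive luciferase.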
GLP1R cytotox = cytotoxicity in counter-screen for GLP-1R inverse agonists; HEK293 cAMP-luciferase reporter cells, luminescence, 24 h; 0.13% of 410,000 active; Potency, µM (doses to about 38.3 µM), for the others: top-dose activity change, negative = inhibition, hits mostly inhibitors;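 also: loss of luciferase light is scored as toxicity; % is scaled to controls: 0 for no effect and ±100 for the full control effect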
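Step one: seed cells (200 cells/uL, DMEM with 10% Nu serum, 1% pen-strep). Step two: 12-hour incubation at 37 deg C. Step three: pin 23 nL compound, incubate 24 hr. Step four: add luciferase reagent, read luminescence 12 min later.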
KB-3-1 tox = kills parental KB-3-1 adenocarcinoma cells. KB-3-1 viability, CellTiter-Glo ATP luminescence, 72 h. Potency, µM (top dose mostly 46.1 µM), without a hit: at the highest dose activity change, negative = cytotoxic, usual class: cytotoxic. 1.4% of 400,000 active. AID 1347075; also: % is scaled to controls: 0 for no effect and ±100 for the full control effect; nearly all actives have a fitted effect of over 60% in size
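Cytotoxicity in the drug-sensitive parental line KB-3-1 was scored as loss of CellTiter-Glo luminescence following 72 h incubation with compound. Values come from curve fitting of normalized concentration-response data.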
TDP-43 yeast inh = TDP-43 toxicity inhibition in yeast. Potency, µM (highest dose often 46.1 µM), inactives show at the top dose growth rescue (activation), most hits filed as activators. 1.8% of 410,000 active. TDP-43 expressing yeast growth rescue, BacTiter-Glo, 24 h. AID 652104; also: % of control where 0% means no effect; nearly all actives have a fitted effect of over 50% in size
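Yeast cells expressing TDP-43 under galactose induction are exposed to compounds for 24 hr at 30 deg C. BacTiter-Glo luminescence measures growth, so protective compounds score as activators.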
* = called active by the depositor; ? = inconclusive; . = no result given; & = joins results of further samples; [ ] = another dose, or the depositor's remark. Calls follow the shape of the dose curve; as a rule, active = well fitted curve in the direction sought with a large enough effect; inconclusive = small, poorly fitted or top-dose-only effect, or another doubt; inactive = no such curve, though single readings can be large; an effect the other way counts as inactive or inconclusive. Potency is read from the fitted curve at half-maximal effect.

Under each structure – HT1080 IDH1KD tx, TDP-43 yeast inh, GLP1R ag, GLP1R cytotox, GLP-1R inv ag, KB-3-1 tox, KB-V1 MDR tox, SW480 rereplic, HT1080NT lethal
CCOc1ccc(C(=O)Nc2ccc(Cl)cn2)cc1Cl
  3%, -10%, -4%, -16%, -1%, -17%, 0%, 3%, 4%
Cc1cc(NN)nc(NS(=O)(=O)c2ccccc2)n1
  -6%, -9%, 5%, -8%, -12%, 7%, 1%, 10%, -10%
Cc1cccc(OCC(=O)N/N=C/c2cccn2C)c1
  16%, -1%, 3%, 4%, -8%, -2%, 3%, -2%, 11%
CN(C=O)c1ccc(CSc2ccccc2)cc1
  17%, ?, 5%, 2%, 4%, ?, -9%, -3%, 14%
COC(=O)C1=C(C)Nc2ncnn2C1c1ccc(C)o1 (configuration not stated)
  8%, 1%, 6%, 0%, 0%, 10%, 1%, 1%, 9%
CCOC(=O)C1(Cc2cccc(OC)c2)CCN(Cc2ccc(OC)c(OC)c2)CC1
  -21%, -30%[0.397 µM], 5%, -18%, ?, -30%, -2%, ?, ?
NC(=O)COc1ccc(S(=O)(=O)N2CCCC2)cc1
  3%, 12%, -4%, 4%, 2%, ?, ?, ., 0%
COc1ccc(O)c(C=Nc2cc(NC(C)=O)c(Cl)cc2Cl)c1
  2%, 2%, 14%, -21%, 6%, 0%, -23%, -67%[inhibitor], 5%
CCOC(=O)Cc1csc(NC(=S)NC(=O)C(C)(C)C)n1
  3%, ?, 0%, -8%, 4%, -2%, -6%, -4%, 15%
Cc1ccc(NC(=O)CN(C)C(=O)c2cccc(S(=O)(=O)NCc3ccco3)c2)cc1
  7%, 17%, 10%, -5%, -19%, 14%, ?, -5%, 3%
C=CC[N@@+]12CC[C@]34c5ccccc5N5/C=C6\C7N(/C=C(\C53)[C@@H](C[C@@H]41)/C(=C/CO)C2)c1ccccc1[C@@]71CC[N@@+]2(CC=C)C/C(=C\CO)[C@@H]6C[C@@H]12 (some centres not stated)
  6%, 0%, -2%, 2%, 1%, 0%, 9%, ?, ?
CN1CCN(C(=O)c2cc3c(C(F)(F)F)nn(C)c3s2)CC1
  11%, -6%, -9%, -5%, 3%, 44%, 10%, 0%, 16%
COCCNC(=O)C(c1ccc(F)cc1)N(CCOC)C(=O)CCC(=O)Nc1nccs1 (configuration not stated)
  -5%[9.24 µM], -9%, 6%, 15%, -6%, -5%, -16%, -10%, 2%
CCOc1cccc(C(=O)Nc2ccc(S(=O)(=O)N(Cc3ccccc3)c3ccccc3)cc2)c1
  ., 17%, ., 2%, 3.2µM*, -8%, ?, ., .
COc1ccc(NCc2cccn2-c2nnc(N3CCC(C)CC3)s2)c(OC)c1
  ., 6%, ., 2%, ?, 8%, 3%, ., .
CCOC(=O)c1ccc(N(CC(=O)NC2CCCCC2)C(=O)CNC(=O)c2ccco2)cc1
  7%, 18%, 16%, 4%, 3%, -2%, 19%, -14%, 8%
CCOc1ccc(NC(=O)NCc2c(-n3cccc3)sc3c2CCCC3)cc1
  ., 11%[9.22 µM], ., 0%, 2%, 6%, 17%, ., .
COc1ccc(S(=O)(=O)Nc2cccc3c2O[C@H](CN(C)S(=O)(=O)c2ccccc2)[C@@H](C)CN([C@H](C)CO)C3=O)cc1
  -9%, 8%, -5%, 4%, 9%, 0%, ?, 0.82µM*, 0%
Cc1cccc(Cn2ccc(N)n2)c1
  -5%, 13%[9.22 µM], 9%, -1%, 29%, ?, -4%, -10%, 2%
CCc1cc(C(=O)N(Cc2ccccc2)c2c(N)n(CCOC)c(=O)[nH]c2=O)sc1C
  -2%, -16%, 15%, 6%, 15%, 10%, 3%, 1%, -2%
Cc1ccc(CS(=O)Cc2ccc(C(=O)NCc3ccccc3Cl)o2)cc1 (configuration not stated)
  -2%, 7%&11%, 2%, -13%&-9%, ?, 12%, 14%, -3%, -8%
CC1(C(=O)NS(=O)(=O)c2cccc(C#N)c2)CCN1C(=O)C/C=C/c1ccccc1 (configuration not stated)
  13%, 22%, 4%, 1%, 16%, 0%, -2%, ., 19%
O=C(Cc1ccsc1)NCC(c1ccco1)N1CCCCC1 (configuration not stated)
  -2%, 10%, -6%, -13%, ?, 9%, 1%, 0%, 0%
Cn1c(=O)[nH]c(=O)c2c1nc(N1CCCCCC1)n2Cc1cccc2ccccc12
  12%, 0%, 13%, 3%, 1%, -6%, ?, -11%, 12%
Cc1ccc(OCC(=O)NCC(=O)OCc2cc(=O)n3nc(C(C)C)sc3n2)cc1
  ., -13%, ., -5%, -3%, 0%, ?, ., .
CCOC(=O)Cc1csc(N/N=C\c2cccc(Br)c2)n1
  -4%, ?, 15%, -22%, ?, 4%, 8%, 2%, -24%
N#Cc1ccc(CSc2ncccn2)cc1
  -2%, 24%, 7%, 5%, 15%, 5%, 8%, 1%, 2%
O=C(NCc1ccccc1)C(c1ccc(Cl)cc1)N(C(=O)c1csnn1)C1CC1 (configuration not stated)
  3%, -3%, 3%, -6%, -22%, -11%, -16%, 29%, -3%
CC1(c2ccc(Cl)cc2Cl)NC(=O)N(CC(=O)Nc2cccnc2Cl)C1=O (configuration not stated)
  -4%, 9%, -1%, -4%, 9%, 2%, 4%, 0%, -2%
Cc1ccc(NCc2nnc(SCC(=O)Nc3cc(C)on3)n2C)cc1
  15%, 11%, 14%, 24%, -3%, 0%, 14%, 2%, 2%
CCc1nnc(NS(=O)(=O)c2ccc(N/C=C(\C=O)c3nc4cc(Cl)ccc4o3)cc2)s1
  -18%, -12%[0.397 µM], 4%, 36%[activator], 8%, 9%, 23%, 2%, -5%
C/C(=N/NC(=O)CN1CCN(Cc2ccccc2Cl)CC1)c1ccco1
  -21%, -4%, 29%, -5%, 7%, ?, 1%, -2%, -28%
CN(CC(=O)Nc1ccc(Cl)cc1)C(=O)CN1C(=O)C2CCCCC2C1=O (configuration not stated)
  ?, 9%, 2%, -9%, -10%, 1%, -13%, ., ?
COc1ccc(OC)c(-c2nc3c(C#N)c[nH]n3c2NC2CCCCC2)c1
  ., 18%[9.22 µM], ., -2%, -16%, -15%, -9%, ., .
Cc1ccc(Nc2nc(COC(=O)C3CC3)cs2)cc1
  4%, 13µM*, 10%, 5%, ?, 6%, ?, -7%, -5%
COc1ccccc1C1CC(c2ccc(Cl)cc2Cl)Nc2nc(N)nn21 (configuration not stated)
  -13%, 11%, 6%, 6%, 11%, -4%, -7%, 2%, -12%
N#CC1=CC2CN(Cc3ccccc3)C1C1C(=O)N(c3ccccc3)C(=O)C21 (configuration not stated)
  10%, 31%, 1%, -21%, 15%, 2%, 0%, -1%, 12%
O=C(c1c(F)cccc1F)N1CCCC(c2nc(-c3ccc(F)cc3)no2)C1 (configuration not stated)
  -1%, 12%, 0%, -8%, ?, -17%, 7%, ?, -23%
O=C(COc1coc(CN2CCc3ccccc3C2)cc1=O)Nc1ccccc1F
  1%, 12%, 0%, 7%, -9%, 1%, -17%, 6%, 2%
COC(=O)c1cc(S(=O)(=O)NCc2ccc(Br)cc2)c[nH]1
  -2%, -7%, -8%, 2%, 16%, 6%, 30%, -9%, -2%
COc1ccccc1NC(=O)CN1CCN(c2ccccc2OC)CC1
  0%, 3%, -5%, -3%, ?, -10%, -3%, -2%, -5%
CSc1cccc(NC(=O)N2CCN(S(=O)(=O)c3ccc4c(ccn4C)c3)CC2)c1
  ., ?, 7%, 1%, -34%, -17%, -23%, ., .
COc1ccccc1C1CCN(c2ccc(CO)cc2[N+](=O)[O-])CC1
  -27%, ?, 9%, -24%, ?, -1%, 2%, -2%, -25%
COc1ccc(C)cc1NC(=O)C(Sc1nnnn1C)c1ccccc1 (configuration not stated)
  2%, 21%, 15%, -13%, -4%, 8%, -8%, -11%, 8%
C=C(CN(C)C)C(=O)c1ccc(OC2OC(COC(C)=O)C(OC(C)=O)C(OC(C)=O)C2OC(C)=O)cc1 (configuration not stated)
  4.6µM*, 14%, -21%, ?, ?, ?, ?, 5.8µM*, ?
COC(C[C@H]1O[C@@H]1[C@@H](O)COCc1ccccc1)OC
  10%, 11%, 3%, -1%, 23%, 11%, 1%, -6%, 12%
CCOC(=O)C1CCCN(C(=O)Cn2ncc3c(C)n(Cc4ccc(F)cc4)c(C)c3c2=O)C1 (configuration not stated)
  ., 14%, ., 4%, -21%, -15%, -8%, ., .
Cc1ccc2c(c1C)NC(=O)CC2c1ccc(Cl)cc1Cl (configuration not stated)
  ., 35µM*, 4%, 0%, 32%[activator], -18%, ?, ., .
O=C(CSCc1cccs1)N1CCCC1
  13%, 7%, 2%, 20%, 0%, -4%, 2%, 2%, 19%
COc1ccc(C(C(=O)NC2CCCC2)N2CCc3ccccc32)cc1 (configuration not stated)
  -3%, 2%, -4%, ?, -6%, -15%, -13%, 14%, -1%
O=C(c1cc(C2CC2)on1)N1CCCC(N2CCN(c3ccc(F)cc3)CC2)C1 (configuration not stated)
  -11%, -2%, -6%, 2%, -14%, -4%, -15%, -9%, -1%
Cc1ccc(NC(=O)N2CCN(C(=O)C3CCCO3)CC2)cc1 (configuration not stated)
  0%, 2%, 2%, 3%, 9%, 9%, 27%, -5%, 0%
C[C@H](NC(=O)c1nc[nH]c1C(=O)N1CCc2ccccc2C1)C(=O)OCc1ccccc1
  -1%, -12%, -3%, 13%, 23%, 0%, -17%, -4%, -1%
COc1cc2c(cc1NC(=S)NC(=O)c1c(OC)cccc1OC)oc1ccccc12
  5%, 13%, 7%, 6%, -1%, 1%, 2%, -5%, 15%

3 compounds already listed, sorted by their value in SW480 rereplic, smallest number first.
SMILES | SW480 rereplic
CN(C=O)c1ccc(CSc2ccccc2)cc1 | -3%
C/C(=N/NC(=O)CN1CCN(Cc2ccccc2Cl)CC1)c1ccco1 | -2%
O=C(NCc1ccccc1)C(c1ccc(Cl)cc1)N(C(=O)c1csnn1)C1CC1 (configuration not stated) | 29%

Screens deposited in PubChem by National Center for Advancing Translational Sciences (NCATS).
